p97 inhibitor = blocks human p97 ATPase activity; AID 1481; P55072; actives 0.42% (n = 220,000); recombinant p97 ATPase, Kinase-Glo ATP luminescence, 3 h; inhibition, % at 8 µM; in the data active = inhibition above about 15%;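 note: 0% = DMSO vehicle and 100% = wells lacking enzyme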
hK5 inh = inhibitors of human kallikrein 5. inhibition, % at 5 µM. AID 873. recombinant hK5, fluorogenic AMC substrate cleavage. actives 0.59% (n = 210,000). Q9Y337;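 active = inhibition of 40% or more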;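 note: 0% = enzyme controls without compound and 100% = no-enzyme blanks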
MDM2 E3 inh = inhibitors of human Mdm2 E3 ubiquitin ligase. Q00987. cell-based MDM2 ubiquitination luciferase reporter, 2 h; 0 = plate control, 100 = twice control, blank-subtracted. signal enhancement, % at 5 µM. actives 0.11% (n = 210,000). AID 1230;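 active = signal enhancement of 30% or more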;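 note: luminescence tracks abundance of the self-degrading MDM2-luciferase fusion protein; higher signal means inhibition of MDM2 E3 ligase activity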
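Test system: mammalian cells stably expressing self-ubiquitinating, self-degrading MDM2 E3–luciferase fusion; Amount: 2000 cells in each well; Medium: DMEM; Schedule: 4 h settle plus 2 h compound, 37 °C; Technique: SteadyLite luciferase luminescence after 15 min room-temperature reagent incubation; Benchmarks: plate control and blank wells.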
14-3-3 Bad PPI = disrupts binding of bovine 14-3-3 zeta to phospho-Bad peptide; P63103; TR-FRET 14-3-3zeta/Dy647-pBad peptide displacement, 1 h; inhibition, % at 21.7 µM; actives 0.71% (n = 220,000); AID 781;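 active = inhibition above about 70%, limit read from the data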;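 note: 0% = full 14-3-3 plus peptide FRET controls and 100% = background without 14-3-3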
eIF4E 4G PPI = eIF4E/eIF4G interaction inhibition in translation initiation; TR-FRET eIF4E-eIF4GI(517-606) binding, 2 h; inhibition, % at 21.7 µM; P63073+Q04637; actives 0.37% (n = 220,000);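 active = inhibition above about 30%, limit read from the data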;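 note: 0% = full FRET control wells and 100% = background wells lacking eIF4GI fragment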
FXIIa inh = factor XIIa (human) inhibition | purified FXIIa, Boc-QGR-AMC fluorogenic substrate, 2 h | inhibition, % at 5 µM | P00748 | actives 0.3% (n = 220,000); in the data active = inhibition above about 40%;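 note: 0% = enzyme with no compound and 100% = blank without enzyme; many of its hits are not listed in these tables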
FXIa inh 1536 = inhibitors of human coagulation factor XIa; P03951; purified FXIa, Boc-Glu-Ala-Arg-AMC fluorogenic substrate; inhibition, % at 5 µM; actives 0.14% (n = 220,000); AID 798;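 active = inhibition of at least 40%; inactive = inhibition below 40%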;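 note: fluorescence of freed AMC excited at 355 nm; 0% = enzyme without compound and 100% = no enzyme blank; many of its hits are not listed in these tables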
Target sequence (P03951 19-387 limits assumed): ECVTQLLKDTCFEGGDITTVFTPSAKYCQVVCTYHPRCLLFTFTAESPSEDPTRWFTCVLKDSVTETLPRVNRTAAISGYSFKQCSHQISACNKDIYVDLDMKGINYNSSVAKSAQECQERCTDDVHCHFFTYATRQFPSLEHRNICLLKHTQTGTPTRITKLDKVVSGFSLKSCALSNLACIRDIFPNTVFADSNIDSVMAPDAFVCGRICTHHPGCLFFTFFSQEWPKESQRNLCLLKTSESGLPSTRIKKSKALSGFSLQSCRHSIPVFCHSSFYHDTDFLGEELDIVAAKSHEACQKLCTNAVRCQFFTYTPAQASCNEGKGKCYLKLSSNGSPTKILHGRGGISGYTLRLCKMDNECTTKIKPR
Target sequence (P03951 388-625 limits assumed): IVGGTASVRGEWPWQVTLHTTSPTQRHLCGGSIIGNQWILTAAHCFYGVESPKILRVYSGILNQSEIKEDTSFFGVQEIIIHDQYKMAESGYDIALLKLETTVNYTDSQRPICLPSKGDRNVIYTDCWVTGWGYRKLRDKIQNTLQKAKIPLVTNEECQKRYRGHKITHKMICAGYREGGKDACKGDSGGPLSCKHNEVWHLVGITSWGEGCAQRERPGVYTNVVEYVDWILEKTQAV
Rad51 HR inh = blocks human Rad51 in homologous recombination | Q06609 | hRad51 DNA strand exchange, fluorescence dequenching | inhibition, % at 10 µM | actives 0.085% (n = 200,000);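 active = inhibition above 40% at the single screening dose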;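 note: 0% = DMSO control wells and 100% = blanks with heterologous ssDNA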
Target sequence (Q06609 whole entry, looked up): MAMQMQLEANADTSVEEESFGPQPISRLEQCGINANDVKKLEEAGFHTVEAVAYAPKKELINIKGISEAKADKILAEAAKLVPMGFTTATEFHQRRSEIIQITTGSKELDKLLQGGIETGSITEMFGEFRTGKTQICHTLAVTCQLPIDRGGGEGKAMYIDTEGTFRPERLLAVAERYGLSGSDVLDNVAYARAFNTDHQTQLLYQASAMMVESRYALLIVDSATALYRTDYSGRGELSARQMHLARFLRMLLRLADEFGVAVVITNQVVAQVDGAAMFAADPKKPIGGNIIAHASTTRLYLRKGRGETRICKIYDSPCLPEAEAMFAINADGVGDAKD
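Test system: preformed human Rad51 ssDNA filaments. Compound dosing: single dose, 10 µM final compound. Incubation: filaments 15 min 37 °C, then compound 30 min. Technique: FRET fluorescence dequenching, excitation 485 nm, emission 520 nm. Read-out basis: percent inhibition from fluorescence, normalised to plate control and blank means. Benchmarks: plate controls and plate blanks.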
Wee1 degr inh = blocks degradation of human Wee1 kinase; P30291; HeLa Luc-Wee1K328M stability, luciferase luminescence; 100% = proteasome inhibitor MG132 effect; reporter increase, % at 5 µM; actives 1.2% (n = 220,000); AID 1321;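 active = activation above the mean of all tested compounds plus 3 SD, set per screening run, cut at about 8.8% in these data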;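 note: cells exposed to compound for 20 h before luminescence read; 0% = DMSO alone and 100% = MG132 at 30 µM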
Numbers without * were called inactive; . = not tested or not shown; [ ] = remark or other dose.

structure	p97 inhibitor	hK5 inh	MDM2 E3 inh	14-3-3 Bad PPI	eIF4E 4G PPI	FXIIa inh	FXIa inh 1536	Rad51 HR inh	Wee1 degr inh
Cc1ccccc1NC(=S)N1CCC(C(=O)c2ccc(F)cc2)CC1	1	14	4	14	3	17	13	1	4
CC(C)Oc1cccc(C(=O)NC2=NCCS2)c1	3	-13	-9	80*	3	3	-4	23	8
COc1ccc(N(CC(=O)NC2CCCCC2)C(=O)CCCC(=O)Nc2ccccn2)c(OC)c1	-7	-4	-14	9	10[fluorescence artefact?]	13	2	-1	0
CCn1c(=N)n(CC(=O)OC)c2ccccc21	-5	8	-8	-6	-3	-2	-2	1	0
Cc1ccc(NC(=O)c2ccccc2NC(=O)CCC(=O)O)cc1	5	-11	0	-4[fluorescence artefact?]	4	12	4	.	0
O=S(=O)(c1ccc2c(c1)nc1n2CCC1)N1CCOCC1	7	7	-22	0	1	8	2	10	2
O=[N+]([O-])c1ccc2c(c1)oc1ccccc12	-1	-4	-30	-1	-5[fluorescence artefact?]	9	2	3	0
CCCCC(C(=O)O)C(C)CC(=O)NNC(=O)c1ccco1 (stereo not drawn)	6	-4	-4	-16	-2	9	-2	27	-2
O=C(O)C1CC=CCC1C(=O)NNc1ccccc1 (stereo not drawn)	0	-8	-22	-11	-4	3	-2	12	1
CCc1ccc(N2C(=O)c3sc4nnc(-c5ccccc5)c(=O)n4c3C2=O)cc1	2	1	-7	11	-6	13	2	-1	1
CCCCC1CCC(C(=O)Nc2ccccc2)CC1 (stereo not drawn)	-6	1	-40	-3[fluorescence artefact?]	-1	-9	-13	0	0
Cc1ccc(S(=O)(=O)N2CCOCC2)cc1C(=O)NC(=S)N1CC(C)OC(C)C1 (stereo not drawn)	6	0	-8	-9	-6	8	2	.	0
Cc1nc2c3ccccc3n(Cc3ccccc3F)c2s1	-2	-19	-1	-5	0	1	-6	4	-1
CCC(CC)=C(C#N)C(=O)NC1CCCCC1	4	-9	18	-3[fluorescence artefact?]	10	8	5	-40	-3
COc1cc(C=C(c2nc3ccccc3s2)c2nc3ccccc3s2)cc(OC)c1O	2	-14	.	-5	2[fluorescence artefact?]	8	8	.	1
C(=N\C(/N=C/c1ccco1)c1ccco1)/c1ccco1	2	0	-8	2	3	3	-1	3	-2
CCc1nnc(NC(=O)C2CC(=O)N(CCc3ccccc3)C2)s1 (stereo not drawn)	-7	-2	-10	0[fluorescence artefact?]	4	8	0	0	0
Cc1cc(NC(=O)CN2C(=O)CC(c3ccco3)Sc3ccccc32)no1 (stereo not drawn)	5	-4	-2	7	5	18	4	-1	-1
O=c1[nH]c2cc3c(cc2cc1CN(CCO)S(=O)(=O)c1ccccc1Cl)OCCO3	0	-22	-11	-9	8	-16	-4	5	-1
CC1CCN(S(=O)(=O)c2ccc(S(=O)(=O)NCC(=O)C(C)(C)C)cc2)CC1	-1	-20	-8	5	-9	4	1	3	-2
CCCn1c(=O)[nH]c(=O)c2c1nc(-c1cccs1)n2CCOC	2	-10	-4	-6	5	1	-4	0	-2
Cc1ccc(-c2[nH]c(-c3ccccc3)nc2SCC(=O)NCC2CCCO2)cc1 (stereo not drawn)	2	-3	.	-1	4[fluorescence artefact?]	15	8	4	2
O=C(/C=C/c1cccc(Cl)c1)NCc1cccs1	4	29	-7	-2	-2	17	-1	2	0
O=C(NNC(=O)c1cccs1)c1ccc([N+](=O)[O-])cc1	-4	4	-8	1	1	0	5	0	4
Cc1ccc(Nc2cc(-n3nc(C)cc3C)ncn2)cc1	-2	-3	-8	4	-3	4	2	0	3
Cc1ccc(NC(=O)CN2C(=O)c3ccccc3C2=O)nc1	-3	24	-12	-3	-2	26	28	-17	-1
CN1c2ccccc2-c2nc3ccccc3n2C1c1ccco1 (stereo not drawn)	6	-9	-15	-10[fluorescence artefact?]	11	-20	-21	0	1
O=C1C(C2=NC(C(=O)O)C3C(=O)N(c4ccccc4)C(=O)C23)=C(O)c2ccccc21 (stereo not drawn)	-1	-10	-9	9[fluorescence artefact?]	6	13	3	5	-3
N#Cc1ccccc1S(=O)(=O)N1CCN(c2ccc(S(=O)(=O)N3CCOCC3)cn2)CC1	6	-12	-19	9	2	20	12	-2	2
O=C(O)CNC(=O)/C(=C\c1ccc2c(c1)OCO2)NC(=O)c1ccc(Br)cc1	3	4	3	-8	-1	17	-3	8	-1

Brought forward from above: 2 compounds; new compounds follow.
structure	p97 inhibitor	hK5 inh	MDM2 E3 inh	14-3-3 Bad PPI	eIF4E 4G PPI	FXIIa inh	FXIa inh 1536	Rad51 HR inh	Wee1 degr inh
N#Cc1ccccc1S(=O)(=O)N1CCN(c2ccc(S(=O)(=O)N3CCOCC3)cn2)CC1	6	-12	-19	9	2	20	12	-2	2
O=C(O)CNC(=O)/C(=C\c1ccc2c(c1)OCO2)NC(=O)c1ccc(Br)cc1	3	4	3	-8	-1	17	-3	8	-1
CCCc1cc(N2CCN(C(=O)c3ccco3)CC2)n2c(nc3ccccc32)c1C#N	5	-46	-2	-1	-17	-10	-9	-5	1
CCc1c(C)[nH]c2c(C)cccc2c1=O	4	-16	-23	4	-5	15	-1	2	1
COc1ccc(S(=O)(=O)NCC(=O)N(CC(=O)NCC2CCCO2)c2ccccc2C)cc1 (stereo not drawn)	-4	2	8	-5[fluorescence artefact?]	5[fluorescence artefact?]	6	4	2	-2
O=C(NC1CCCCC1)C(c1cccs1)N(C(=O)c1ccco1)c1ccc2c(c1)OCCO2 (stereo not drawn)	4	-8	2	-6	1	12	1	0	3
Cc1ccccc1N/N=C/c1sc(=O)n(Cc2cccc(C(=O)O)c2)c1Cl	3	4	.	6	6	7	3	-12	5
CC(=O)Nc1ccc(OCC(O)Cn2c3ccccc3c3ccccc32)cc1 (stereo not drawn)	0	5	-14	10	1	7	-6	1	-2
O=C(/C=C/c1ccc(Cl)cc1Cl)NCCSCc1ccccc1	1	-13	5	1	18	10	7	10	-1
O=C(O)c1nn(CCOc2cccc(Cl)c2)c(=O)c2ccccc12	1	3	3	0	-4	6	0	-4	2
CCOc1ccc(S(=O)(=O)Nc2cccc(C(=O)N3CCN(c4ccc(OC)cc4)CC3)c2)cc1	-1	-19	-8	-12	-10	18	-6	2	0
CCOc1ccccc1NC(=O)CCCn1cc([N+](=O)[O-])cn1	0	-1	6	-2	-2	9	6	6	5
Cc1ccc2onc(CC(=O)O)c2c1	5	-14	5	-2	17	4	2	17	-2
COc1ccc(/C(N)=N/OC(=O)CN(C)S(=O)(=O)c2ccccc2)cc1	-1	0	-7	-5	0	12	-2	3	2
OCC1(Cc2ccccc2)CCN(Cc2cnc(-c3ccc(Cl)cc3)nc2)CC1	-3	1	-10	-1	-1	11	-2	4	-3
CNS(=O)(=O)c1ccc(NC(=O)C2c3ccccc3Oc3ccccc32)cc1	9	1	4	1	7	5	2	0	4
CN(C(=O)CSc1nnc2ccccn12)C1CCS(=O)(=O)C1 (stereo not drawn)	1	-12	-15	2[fluorescence artefact?]	0[fluorescence artefact?]	1	-2	1	-2
C=CCn1c(-c2ccc(OC)cc2)nc2ccccc21	4	1	-8	2	-16	21	2	2	2
Cc1ccc(C(=O)NCC(=O)OCC(=O)Nc2cccc(S(=O)(=O)N3CCCC3)c2)cc1C	-4	-3	.	-1	-6	5	-3	.	0
O=c1c(-n2cncn2)c[nH]n1-c1cccc(Cl)n1	-2	-1	2	17	4	2	11	-4	2
CCOC(=O)c1c(CC(C)C)csc1/N=C/C1=C(O)CCCC1=O	3	-3	-5	1	-3	5	-1	.	1
COc1ccc(/C=N/NC(=O)c2ccccc2O)cc1CSc1ccccn1	7	-14	-1	-7	14	14	6	1	5
FC(F)(F)c1cc(-c2ccc3c(c2)OCO3)nc(NCc2ccco2)n1	4	-19	-2	.	.	16	4	-4	-2
O=C(CCSc1nnc(-c2ccncc2)o1)Nc1cccc(Cl)c1	4	0	9	-5	3	8	3	3	-4
CC(=O)c1cccc(NC(=O)CCC2CCCC2)c1	0	-14	-24	5	2	2	-3	2	-4
Cc1oc(-c2cccc(Cl)c2)nc1CN1CCC(C(=O)NCc2cccnc2)CC1	-9	-2	-20	-9	-6	7	-9	-34	-2
CCC(=O)N1c2ccc(C)cc2C2=NNC(=S)NC21O (stereo not drawn)	-3	-63	-8	-15	-3	8	6	0	0
CCCCn1nc2cc(C(=O)NCCCCc3ccccc3)ccc2c1OCC	1	5	-7	-5	2	2	-9	8	0

Structural class: the compounds so far with a COOH group.
structure	p97 inhibitor	hK5 inh	MDM2 E3 inh	14-3-3 Bad PPI	eIF4E 4G PPI	FXIIa inh	FXIa inh 1536	Rad51 HR inh	Wee1 degr inh
Cc1ccc(NC(=O)c2ccccc2NC(=O)CCC(=O)O)cc1	5	-11	0	-4[fluorescence artefact?]	4	12	4	.	0
CCCCC(C(=O)O)C(C)CC(=O)NNC(=O)c1ccco1 (stereo not drawn)	6	-4	-4	-16	-2	9	-2	27	-2
O=C(O)C1CC=CCC1C(=O)NNc1ccccc1 (stereo not drawn)	0	-8	-22	-11	-4	3	-2	12	1
O=C1C(C2=NC(C(=O)O)C3C(=O)N(c4ccccc4)C(=O)C23)=C(O)c2ccccc21 (stereo not drawn)	-1	-10	-9	9[fluorescence artefact?]	6	13	3	5	-3
O=C(O)CNC(=O)/C(=C\c1ccc2c(c1)OCO2)NC(=O)c1ccc(Br)cc1	3	4	3	-8	-1	17	-3	8	-1
Cc1ccccc1N/N=C/c1sc(=O)n(Cc2cccc(C(=O)O)c2)c1Cl	3	4	.	6	6	7	3	-12	5
O=C(O)c1nn(CCOc2cccc(Cl)c2)c(=O)c2ccccc12	1	3	3	0	-4	6	0	-4	2
Cc1ccc2onc(CC(=O)O)c2c1	5	-14	5	-2	17	4	2	17	-2
